PfGluPho inh: PfG6PD enzyme inhibitors, primary screen, biochemical, fluorescence intensity, uHTS; PfGluPho enzyme, NADPH resazurin-diaphorase fluorescence; inhibition, % at 20 µM; 0.78% of 350,000 active; AID 504690, 2011;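 active = inhibition reaching at least a set limit at 20 µM in the primary screen, cut at about 59% in these data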;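 also: 0% = DMSO wells with substrate and 100% = DMSO wells lacking glucose-6-phosphate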
SENP8 block-1: SENP8 protease inhibitors, primary screen, biochemical, luminescence; 1.2% of 330,000 active; Sentrin-specific protease 8 (Homo sapiens), Q96LD8; inhibition, % at 10 µM; purified SENP8, Z-RLRGG-aminoluciferin cleavage; AID 2540, 2010; in the data active = inhibition above about 50%
Apaf-1 inh: inhibitors of human Apaf-1 apoptosome, primary screen, biochemical, DEVD-Rh110 fluorescence, uHTS. Apoptotic protease-activating factor 1 (Homo sapiens), O14727. reconstituted apoptosome caspase-3 activity. inhibition, % at 20 µM. 0.71% of 330,000 active; active = inhibition of at least 40% at 20 µM;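 also: plate controls were DMSO wells for no effect and DEVD-CHO caspase inhibitor wells for full effect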
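System: reconstituted apoptosome with Apaf-1, cytochrome c, caspase-9, procaspase-3, dATP; Signal: Rh110 fluorescence intensity; Schedule: 30 min compound preincubation, 50 min activation, room temperature; Reagent: cytochrome c trigger plus (Z-DEVD)2-Rh110 caspase-3 substrate.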
SENP6 inh: SENP6 protease inhibitors, primary screen, biochemical, luminescence, uHTS | AID 2599, 2010 | Sentrin-specific protease 6 (Homo sapiens), Q9GZR1 | inhibition, % at 10 µM | 1.8% of 330,000 active | Recombinant SENP6 catalytic domain, aminoluciferin luminescence;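 active = inhibition above about 50% at the single tested dose, limit read from the data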;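 also: plate controls were DMSO wells with enzyme for no effect and DMSO wells lacking enzyme for full effect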
SENP7 block: SENP7 protease inhibitors, primary screen, biochemical, luminescence, uHTS. Sentrin-specific protease 7 (Homo sapiens), Q9BQF6. recombinant SENP7, Z-RLRGG-aminoluciferin luminescence, 40 min. inhibition, % at 5 µM. 1.5% of 330,000 active;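 active = inhibition above about 50% at the single test dose, limit read from the data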;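 also: plate controls were DMSO with enzyme for no effect and no enzyme buffer wells for full effect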
SENP8 block-2: human SENP8 protease inhibitors, primary screen, biochemical, fluorescence, Nedd8 protein substrate, uHTS. recombinant SENP8. inhibition, % at 20 µM. 0.64% of 360,000 active. AID 602440, 2012; in the data active = inhibition mostly above about 40%, no sharp cut-off; inactive = mostly below about 27%
HKDC1 inh: HKDC1 hexokinase inhibitors, primary screen, biochemical, fluorescence, uHTS; Q2TB90; recombinant HKDC1, G6PDH/diaphorase resazurin coupled fluorescence; 0.16% of 340,000 active; inhibition, % at 20 µM;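 active = inhibition above about 35% when tested at 20 µM, limit read from the data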;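 also: plate controls were DMSO wells with enzyme for no effect and DMSO wells lacking enzyme for full effect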
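Material: recombinant HKDC1 hexokinase; Amount: HKDC1 at 5 µg/mL; Medium: Tris pH 8.0 buffer with MgCl2, Tween-20, BSA, BME; Schedule: 90 min reaction incubation at room temperature, dark; Technique: coupled resazurin fluorescence, excitation 525 nm, emission 613 nm.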
SENP1 FRET inh: human SENP1 catalytic domain inhibitors, primary screen, biochemical, FRET, uHTS; Sentrin-specific protease 1 (Homo sapiens), Q9P0U3; recombinant SENP1 catalytic domain, CyPet-SUMO1-YPet FRET cleavage; inhibition, % at 10 µM; 0.21% of 360,000 active; AID 624204, 2012;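 active = inhibition at least 30% at 10 µM, raw YFP signal under a set limit, fluorescence ratio 0.5 to 1.5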;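 also: 0% = enzyme with DMSO and 100% = no enzyme wells; some results filed as inactive read as strong as hits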
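Test system: hSENP1 catalytic domain, recombinant; Amount: 20 pM final SENP1 enzyme; Medium: Tris pH 8 buffer plus EDTA, NaCl, BME, BSA, NP40, catalase; Schedule: 50 min enzyme reaction, room temperature, light-protected; Technique: FRET fluorescence in CFP and YFP emission channels; Controls: no-enzyme wells low, DMSO-plus-enzyme wells high control.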
Active calls of the source: *; · = not tested or not shown. An unsorted share of the library. About 3.6% of those tested had a hit in this group.

1. S=C(Nc1cccc(Cl)c1Cl)N1CCCC1
2. COc1ccc(C2=NS(=O)(=O)N(C)C(C(=O)NCc3ccccc3)=C2)cc1OC
3. COc1ccccc1NC(=S)Nc1ccc2cn[nH]c2c1
4. COc1ccc(-c2nnc(-c3cc4c(ccc5ccccc54)oc3=O)o2)cc1
5. Cc1ccc(S(=O)(=O)/N=C2/NC(=O)/C(=C/c3ccncc3)S2)cc1
6. Cc1cccc(NC(=O)CCC(=O)OCc2ccc(Br)cc2)c1
7. O=C(Nc1ccc(F)c(Cl)c1)c1cncs1
8. COc1ccc(-c2cc3n(n2)CCc2nc4ccccc4n2-3)cc1

compound no.	1	2	3	4	5	6	7	8
SENP1 FRET inh	0	-8	1	-19	·	0	2	0
SENP8 block-1	-10	2	1	-4	0	-7	-3	-7
HKDC1 inh	1	-1	-2	6	·	5	2	-7
SENP7 block	12	-5	3	-8	2	-5	4	-6
Apaf-1 inh	-2	5	16	-11	0	12	1	-10
PfGluPho inh	5	6	2	4	·	-12	-6	11
SENP8 block-2	-1	-154	3	-337	·	11	14	24
SENP6 inh	-5	-12	14	-4	-7	3	10	1

9. O=C(CN(Cc1ccc(F)cc1)C(=O)CCC(=O)Nc1nccs1)NCC1CCCO1 (configuration not stated)
10. COc1ccc(N2CCN(C(=O)COC(=O)COc3ccc(C#N)cc3)CC2)cc1
11. CCN1C[C@@H]2[C@@H]3C(=O)N(C)C(=O)[C@@H]3[C@](C)(C(=O)OC)N2C1=NC
12. COc1ccccc1C(O)(C(=O)NN(C)c1ccccc1)c1ccccc1OC
13. CCn1cc(/C=N\NC(=O)c2ccc(F)cc2)cn1
14. CC(C)(C)SCCNC(=O)CN(c1ccccc1)S(=O)(=O)c1ccc(F)cc1
15. O=C(O)c1cc2c(s1)-c1ccccc1CC2
16. CCOC(=O)c1cc(C)sc1NC(=O)C1CCC1

compound no.	9	10	11	12	13	14	15	16
SENP1 FRET inh	2	2	0	2	0	0	1	-3
SENP8 block-1	3	-5	·	-8	-6	-2	-4	-13
HKDC1 inh	-1	-5	-4	-2	-16	-6	-10	-5
SENP7 block	0	-1	1	-9	7	10	-5	-7
Apaf-1 inh	-5	-1	7	1	-1	7	6	-5
PfGluPho inh	-3	17	-2	-7	4	-19	-9	-1
SENP8 block-2	8	6	8	9	-47	0	-277	4
SENP6 inh	15	-9	·	2	-22	13	-5	-29

17. Clc1cccc(CN2CCN(Cc3nc(CCc4ccccc4)no3)CC2)c1
18. OCCc1ccc(-c2ccc(Cl)cc2)o1
19. CC(C)(C)NC(=O)/C(=C/c1ccccc1F)NC(=O)c1ccc([N+](=O)[O-])cc1
20. CCc1cccc(Oc2nn[nH]n2)c1
21. COc1cccc(CNC(=O)c2ccc(NC(=O)C3=CSCCO3)cc2)c1
22. COc1ccc(/C=C2\SC(=O)N(CC(=O)N(C)C3CCS(=O)(=O)C3)C2=O)cc1 (configuration not stated)
23. CC(=O)Nc1ccc(SCc2c(C)noc2C)cc1
24. Cc1ccc(OCCCC(=O)NCc2ccco2)c(C)c1

compound no.	17	18	19	20	21	22	23	24
SENP1 FRET inh	-13	0	4	3	-1	3	3	·
SENP8 block-1	-3	-17	4	6	-4	-10	4	-11
HKDC1 inh	-2	-2	-9	-4	2	-1	2	·
SENP7 block	-5	-10	7	7	-3	-8	3	-3
Apaf-1 inh	-8	11	6	-4	-1	8	-4	-9
PfGluPho inh	5	6	-3	-8	-6	-3	-16	·
SENP8 block-2	16	9	9	8	8	1	15	·
SENP6 inh	-15	-2	-2	-6	5	-4	-4	-2

A second format for some results above.
Order of values – SENP1 FRET inh, SENP8 block-1, HKDC1 inh, SENP7 block, Apaf-1 inh, PfGluPho inh, SENP8 block-2, SENP6 inh
19) CC(C)(C)NC(=O)/C(=C/c1ccccc1F)NC(=O)c1ccc([N+](=O)[O-])cc1
 : 4, 4, -9, 7, 6, -3, 9, -2
20) CCc1cccc(Oc2nn[nH]n2)c1
 : 3, 6, -4, 7, -4, -8, 8, -6
21) COc1cccc(CNC(=O)c2ccc(NC(=O)C3=CSCCO3)cc2)c1
 : -1, -4, 2, -3, -1, -6, 8, 5
22) COc1ccc(/C=C2\SC(=O)N(CC(=O)N(C)C3CCS(=O)(=O)C3)C2=O)cc1 (configuration not stated)
 : 3, -10, -1, -8, 8, -3, 1, -4
23) CC(=O)Nc1ccc(SCc2c(C)noc2C)cc1
 : 3, 4, 2, 3, -4, -16, 15, -4

4 compounds drawn at random from the list so far, as already listed:
14. CC(C)(C)SCCNC(=O)CN(c1ccccc1)S(=O)(=O)c1ccc(F)cc1
20. CCc1cccc(Oc2nn[nH]n2)c1
16. CCOC(=O)c1cc(C)sc1NC(=O)C1CCC1
12. COc1ccccc1C(O)(C(=O)NN(C)c1ccccc1)c1ccccc1OC

compound no.	14	20	16	12
SENP1 FRET inh	0	3	-3	2
SENP8 block-1	-2	6	-13	-8
HKDC1 inh	-6	-4	-5	-2
SENP7 block	10	7	-7	-9
Apaf-1 inh	7	-4	-5	1
PfGluPho inh	-19	-8	-1	-7
SENP8 block-2	0	8	4	9
SENP6 inh	13	-6	-29	2

Next section.
25. Cc1noc(NS(=O)(=O)c2ccc(NC(=O)NC(C)(C(F)(F)F)C(F)(F)F)cc2)c1C
26. CC(C)CNS(=O)(=O)c1cc(C(=O)O)c(Cl)cc1Cl
27. O=C(NC1CC1)c1sc2cc(Cl)ccc2c1Cl
28. CCOc1cc(C(=O)OCc2cccc(OC)c2OC)ccc1OCC(=O)N1CCOCC1
29. Cc1cnc(C(=O)Nc2cccc(-c3nnc4n3CCCCC4)c2)cn1
30. CCCCC(=O)N(c1ccc(OC)cc1)C1C=CS(=O)(=O)C1 (configuration not stated)
31. CCc1cc(-c2[nH]ncc2-c2ccc(OC)cc2)c(O)cc1O
32. O=C(CCCN1C(=O)CCC1=O)Nc1ccc2c(c1)OCO2

compound no.	25	26	27	28	29	30	31	32
SENP1 FRET inh	1	3	1	-3	0	0	2	2
SENP8 block-1	-4	-13	-3	-12	-4	-2	-10	-13
HKDC1 inh	5	-2	3	-5	-2	-10	-5	-1
SENP7 block	-1	3	25	-13	3	10	-3	-15
Apaf-1 inh	-232	-11	11	16	-5	-14	19	10
PfGluPho inh	-7	-10	-19	5	-11	-3	13	-6
SENP8 block-2	4	2	23	10	24	23	4	15
SENP6 inh	-8	6	31	-17	-11	-3	-14	-12

33. CC(C)[C@H](NC(=O)C1CCCC1)c1nc2ccccc2[nH]1
34. CCOC(=O)Cc1c(C)nc2cc(-c3ccc(C(C)(C)C)cc3)[nH]n2c1=O
35. Cc1sc(N(C(=O)CCc2ccccc2)c2ccc(C(=O)O)cc2)nc1-c1ccccc1
36. CC1=Nc2ccccc2N=C(NC(=O)CSc2nnnn2-c2ccccc2)C1c1ccccc1 (configuration not stated)
37. Cc1ccc(C(=O)Oc2cc(N)n(S(=O)(=O)c3ccc(F)cc3)n2)cc1
38. N#CC1(NC(=O)COC(=O)/C=C/c2ccc3ccccc3n2)CCCCC1

compound no.	33	34	35	36	37	38
SENP1 FRET inh	0	-2	1	0	4	-8
SENP8 block-1	4	-4	11	7	-10	-8
HKDC1 inh	-5	14	16	-2	14	-2
SENP7 block	5	7	6	-4	7	-1
Apaf-1 inh	-4	-6	16	15	5	-6
PfGluPho inh	1	-11	-10	9	14	8
SENP8 block-2	9	-51	6	10	4	-10
SENP6 inh	15	3	5	-13	-20	-2

Bioassay records as filed in PubChem.
